# Bioassay records (PubChem BioAssay)
# tim10-1 inh = inhibits growth of tim10-1 mutant yeast. S. cerevisiae tim10-1 ts strain growth, BacTiter-Glo, 24 h. inhibition, % at 20 µM. hit rate 2.2% among 330,000. AID 463190;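 active = inhibition of at least 40%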;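 also: mutant grown at 25 °C; 0% = DMSO wells with yeast and 100% = wells holding no yeast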
# APJ antag = blocks the human apelin receptor APJ; P35414; CHO-K1 APJ beta-arrestin complementation, luminescence; inhibition, % at 20 µM; hit rate 0.32% among 330,000; AID 2521;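 active = inhibition above about 40% at 20 µM, limit read from the data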;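 also: cells challenged with 10 nM apelin-13 agonist together with compound; plate controls were apelin-13 plus DMSO wells for no effect and DMSO wells lacking apelin-13 for full effect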
# Target sequence (P35414 whole entry, looked up): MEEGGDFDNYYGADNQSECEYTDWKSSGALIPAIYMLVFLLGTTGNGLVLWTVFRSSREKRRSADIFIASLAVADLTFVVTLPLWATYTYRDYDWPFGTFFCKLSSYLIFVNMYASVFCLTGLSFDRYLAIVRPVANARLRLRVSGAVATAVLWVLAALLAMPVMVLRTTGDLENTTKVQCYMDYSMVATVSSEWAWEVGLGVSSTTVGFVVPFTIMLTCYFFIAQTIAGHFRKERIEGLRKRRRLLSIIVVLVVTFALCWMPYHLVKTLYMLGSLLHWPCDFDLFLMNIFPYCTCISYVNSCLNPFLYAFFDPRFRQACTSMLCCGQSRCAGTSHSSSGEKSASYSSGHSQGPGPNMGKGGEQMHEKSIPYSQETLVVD
# Mdm2-MdmX inh = human Mdm2/MdmX binding inhibition; SaOS-2 split-luciferase Mdm2/MdmX complementation, luminescence; inhibition, % at 8 µM; hit rate 3% among 330,000;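 active = inhibition of at least 50% at 8 µM in the primary screen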
# APJ agonist = activates the human apelin receptor APJ; CHO-K1 APJ PathHunter beta-arrestin, luminescence; 0% DMSO wells, 100% apelin; activation, % at 20 µM; hit rate 0.11% among 330,000;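 active = activation more than six SD over the plate average, tested at 20 µM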;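 also: 0% = DMSO alone and 100% = apelin-13 at 10 nM; some results filed as inactive read as strong as hits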
#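 Material: CHO-K1 APJ beta-arrestin complementation cell line; Input: cell density 1000 per well; Incubation: compound stimulation 90 min at 25 °C, detection 60 min; Signal: luminescence from split beta-galactosidase complementation, Galacton Star/Emerald II substrate; Controls: DMSO-only wells as negative, 10 nM Apelin-13 as positive control.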
# tim23-1 inh = inhibits growth of tim23-1 mutant yeast; S. cerevisiae tim23-1 growth, BacTiter-Glo luminescence, 24 h; inhibition, % at 20 µM; hit rate 1.3% among 330,000; AID 463212;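 active = growth inhibition of the mutant yeast at or above 50%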;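 also: temperature-sensitive mutant grown at 25 °C; plate controls were DMSO-treated mutant yeast for no effect and medium wells lacking yeast for full effect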
# TIM10 inh = inhibits growth of TIM10 yeast strain | S. cerevisiae TIM10 strain growth, BacTiter-Glo luminescence, 24 h | inhibition, % at 10 µM | hit rate 1.4% among 330,000 | AID 463195;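 active = inhibition of 40% or more at the single tested concentration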;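 also: wild-type TIM10 isogenic control strain grown at permissive 25 °C; 0% = DMSO yeast wells and 100% = minimal medium wells without yeast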
# UPR CHOP act = apoptotic UPR (CHOP) activation. CHO-CHOP luciferase reporter, luminescence; percent of tunicamycin response over DMSO baseline. activation, % at 10 µM. hit rate 0.34% among 330,000;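 active = at 10 µM dose, activation of 40% or more, normalized to positive control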;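 also: 100% = tunicamycin at 10 µg/mL and 0% = DMSO alone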
#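 Assay system: CHO-CHOP cells, stable luciferase reporter of PERK-eIF2a-CHOP signalling / Buffer or medium: F12 plus 10% serum / Compound dosing: one dose, 10 µM in 0.5% DMSO / Times: 6 h compound treatment, 37 °C / Technique: luciferase luminescence / Read-out: % reporter activation, DMSO baseline versus tunicamycin full activation / Benchmarks: tunicamycin and DMSO controls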
# XBP1 UPR activ = adaptive UPR (XBP1) activation | CHO-XBP1 luciferase reporter, IRE1-XBP1 UPR activation, luminescence; percent of tunicamycin response, DMSO as zero | activation, % at 20 µM | hit rate 0.33% among 330,000 | AID 463104;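 active = versus positive control, 20 µM dose yields 30% or more activation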;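 also: 100% = tunicamycin at 10 µg/mL and 0% = DMSO only wells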
#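 Test system: CHO-XBP1 luciferase reporter cells | Buffer or medium: Serum-containing F12 medium, 10% FBS | Schedule: 6 h compound exposure at 37 °C, 5% CO2 | Detection: Steady-Glo luciferase glow luminescence, 10 min after reagent addition | Read-out basis: Activation, % of tunicamycin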
# CXCR6 block = inhibitors of human CXCR6 receptor; O00574; CHO-K1 PathHunter CXCR6 beta-arrestin, luminescence; inhibition, % at 20 µM; hit rate 0.36% among 360,000; in the data active = inhibition above about 34%, passing the limit was not always enough;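 also: antagonist mode with CXCL16 agonist at 10 nM final; 0% = 10 nM CXCL16 with DMSO and 100% = unstimulated wells without agonist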
# Target sequence (O00574 whole entry, looked up): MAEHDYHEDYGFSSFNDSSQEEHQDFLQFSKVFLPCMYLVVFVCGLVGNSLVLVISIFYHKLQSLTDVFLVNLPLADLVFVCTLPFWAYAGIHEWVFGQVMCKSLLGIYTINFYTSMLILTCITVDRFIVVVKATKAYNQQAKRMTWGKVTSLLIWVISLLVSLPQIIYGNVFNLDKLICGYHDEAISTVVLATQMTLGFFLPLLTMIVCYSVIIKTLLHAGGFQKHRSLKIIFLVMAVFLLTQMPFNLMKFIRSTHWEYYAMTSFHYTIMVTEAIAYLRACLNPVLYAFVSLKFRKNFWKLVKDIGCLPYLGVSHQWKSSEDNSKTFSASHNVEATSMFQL
# Numbers without * were called inactive; . = no result given. Only part of the results is shown; count on the stated rates, not on these rows.
SMILES,tim10-1 inh,APJ antag,Mdm2-MdmX inh,APJ agonist,tim23-1 inh,TIM10 inh,UPR CHOP act,XBP1 UPR activ,CXCR6 block
CCN(CC)CCNC(=O)c1ccc(NC(=O)c2cc(S(=O)(=O)N3CCCCC3)ccc2C)cc1,10,-2,13,-6,10,-5,0.5,-1,6
COc1ccc(-c2cc(=O)oc3cc(OCC(=O)N(C)C)ccc23)cc1,18,14,10,0,24,-3,1.6,-2,2
O=C(CSc1nnc(CNc2cccc(C(F)(F)F)c2)n1Cc1ccco1)NCc1ccco1,3,2,-27,-5,-7,2,-2.4,-2,-1
Cc1ccc2oc(C(=O)NCCCN3CCOCC3)c(C)c2c1,4,11,-65,1,9,8,5.0,-3,-7
O=C(Cc1cccs1)N(CC1CCCO1)C1(C(=O)NC2CCCCC2)CCCCC1 (configuration not stated),29,9,26,0,16,15,-0.6,2,3
CCOC(=O)CSc1nnc2cc(C)c3ccccc3n12,17,-1,10,-8,3,5,-2.1,-5,-5
COc1ccc(OCC(=O)Nc2cc(NC(=O)COc3ccc(OC)cc3)cc(C(=O)O)c2)cc1,15,10,-4,1,18,0,1.2,-4,2
CCC(C)(C)C1CCc2[nH]nc(C(=O)N/N=C(\C)c3ccco3)c2C1 (configuration not stated),31,0,-52,0,47,45*,5.9,4,-5
O=C(N/C(=C\c1ccccc1)C(=O)N1CCOCC1)c1ccc(Br)o1,15,0,-2,2,15,-15,0.5,2,0
COc1cccc(C2C(C#N)=C(N)OC(C(C)(C)C)=C2C#N)c1 (configuration not stated),10,14,-10,0,27,14,-0.5,-5,10
Cc1cc(S(=O)(=O)NCCc2ccccc2)ccc1-n1cnnn1,4,3,3,3,1,-12,-1.4,-2,-13
O=C1CCCC2=C1C(c1ccc(O)c(O)c1)Nc1ccc3ccccc3c12 (configuration not stated),7,11,6,3,6,12,0.0,-2,-9
Cc1cc(O)c(C(=O)c2ccccc2C(=O)O)cc1C,5,10,23,2,13,-3,-0.3,-3,-23
O=C(Oc1cccc(NC2=NS(=O)(=O)c3ccccc32)c1)c1ccncc1,-8,4,-2,-4,8,-1,1.9,-2,9
CSc1ccccc1NC(=O)c1cc(S(=O)(=O)N(C)C)ccc1N1CCCC1,-6,10,15,0,-15,3,-1.0,-4,12
COc1ccc(/C=N/N2CCN(C)CC2)cc1OC,3,10,14,0,10,0,-0.8,-4,3
COc1cc(S(=O)(=O)N(C)Cc2ccc3c(c2)OCCO3)ccc1NC(C)=O,15,-3,-2,-1,19,2,-0.3,0,-2
CCSc1ncc(Cl)c(C(=O)Nc2cc(C)ccc2C)n1,3,7,5,0,-5,2,-0.5,-2,-13
Nc1ncnc2c1ncn2[C@@H]1O[C@H](CNC(=O)[C@@H](N)Cc2ccccc2)[C@@H](O)[C@H]1O,9,.,26,.,34,-7,0.5,1,7
Cc1ccsc1/C=N/N1CCN(Cc2ccccc2)CC1,-5,9,-16,0,-1,9,3.4,2,3
O=C(O)CCCC(=O)NNc1ncnc2ccccc12,4,14,18,7,15,-7,1.2,-3,-1
O=C(NNC(=S)Nc1ccc(F)cc1)C1[C@H]2CCCC[C@@H]12 (some centres not stated),5,14,-16,-6,3,-10,-0.9,0,10
CCOC(=O)c1ccc(N2CCN(C(=O)c3ccccc3)CC2)c(NC(=O)c2ccco2)c1,-64,4,13,0,-3,-40,0.3,0,12
CCCC(=O)N1CCN(c2ccc([N+](=O)[O-])cc2Cl)CC1,14,12,10,-1,2,13,-0.6,0,-13
O=C(CCS(=O)(=O)c1ccccc1Cl)NCCC1=CCCCC1,9,1,-9,-5,16,-3,2.3,0,-2
O=c1c(-c2ccc([N+](=O)[O-])cc2)coc2c(O)c(O)ccc12,-5,-11,21,2,-26,-6,-0.1,9,0
CCOc1ccc(CNC(=O)C2CCCN(S(C)(=O)=O)C2)cc1OC (configuration not stated),-3,5,11,0,16,7,-0.6,-2,-9
Cc1nn(CC(=O)N/N=C/c2ccc(F)cc2)c(C)c1[N+](=O)[O-],-12,-6,4,3,-10,-4,-0.8,-1,5
FC(F)(F)c1cc(CCN2C(=S)NC[C@@H]2Cc2ccccc2)cc(C(F)(F)F)c1,19,8,-18,3,22,12,0.3,1,-7
O=C(CCOc1ccc(F)cc1)Nc1nccs1,10,3,13,-3,-7,-19,-0.2,2,-2
CC1(C)Cc2cccc(OCC(=O)OCC(=O)Nc3ccccc3)c2O1,10,-63,-24,5,12,6,1.6,-2,-11
COc1ccc(N2CCN(C(=O)CN(c3cccc(Br)c3)S(C)(=O)=O)CC2)cc1,23,17,15,1,33,21,2.7,-2,7
CCCCN1C(N)=NC[C@H]1Cc1ccc(O)cc1,0,11,20,1,15,6,-1.2,0,-1
CN(C)CCC(=O)NCC1OCCc2ccccc21 (configuration not stated),-20,-21,21,2,-10,-8,0.1,-1,-4
CCn1c(Nc2ccccc2Cl)nc2ccccc21,1,-8,-37,-2,9,23,-0.7,2,-2
CCOC(=O)Cc1csc(N(C)C)n1,-5,0,18,-1,3,1,0.2,-2,-3

# 16 of the compounds above, as tab-separated lines:
SMILES	tim10-1 inh	APJ antag	Mdm2-MdmX inh	APJ agonist	tim23-1 inh	TIM10 inh	UPR CHOP act	XBP1 UPR activ	CXCR6 block
O=C(O)CCCC(=O)NNc1ncnc2ccccc12	4	14	18	7	15	-7	1.2	-3	-1
O=C(NNC(=S)Nc1ccc(F)cc1)C1[C@H]2CCCC[C@@H]12 (some centres not stated)	5	14	-16	-6	3	-10	-0.9	0	10
CCOC(=O)c1ccc(N2CCN(C(=O)c3ccccc3)CC2)c(NC(=O)c2ccco2)c1	-64	4	13	0	-3	-40	0.3	0	12
CCCC(=O)N1CCN(c2ccc([N+](=O)[O-])cc2Cl)CC1	14	12	10	-1	2	13	-0.6	0	-13
O=C(CCS(=O)(=O)c1ccccc1Cl)NCCC1=CCCCC1	9	1	-9	-5	16	-3	2.3	0	-2
O=c1c(-c2ccc([N+](=O)[O-])cc2)coc2c(O)c(O)ccc12	-5	-11	21	2	-26	-6	-0.1	9	0
CCOc1ccc(CNC(=O)C2CCCN(S(C)(=O)=O)C2)cc1OC (configuration not stated)	-3	5	11	0	16	7	-0.6	-2	-9
Cc1nn(CC(=O)N/N=C/c2ccc(F)cc2)c(C)c1[N+](=O)[O-]	-12	-6	4	3	-10	-4	-0.8	-1	5
FC(F)(F)c1cc(CCN2C(=S)NC[C@@H]2Cc2ccccc2)cc(C(F)(F)F)c1	19	8	-18	3	22	12	0.3	1	-7
O=C(CCOc1ccc(F)cc1)Nc1nccs1	10	3	13	-3	-7	-19	-0.2	2	-2
CC1(C)Cc2cccc(OCC(=O)OCC(=O)Nc3ccccc3)c2O1	10	-63	-24	5	12	6	1.6	-2	-11
COc1ccc(N2CCN(C(=O)CN(c3cccc(Br)c3)S(C)(=O)=O)CC2)cc1	23	17	15	1	33	21	2.7	-2	7
CCCCN1C(N)=NC[C@H]1Cc1ccc(O)cc1	0	11	20	1	15	6	-1.2	0	-1
CN(C)CCC(=O)NCC1OCCc2ccccc21 (configuration not stated)	-20	-21	21	2	-10	-8	0.1	-1	-4
CCn1c(Nc2ccccc2Cl)nc2ccccc21	1	-8	-37	-2	9	23	-0.7	2	-2
CCOC(=O)Cc1csc(N(C)C)n1	-5	0	18	-1	3	1	0.2	-2	-3

# (listing goes on)
SMILES,tim10-1 inh,APJ antag,Mdm2-MdmX inh,APJ agonist,tim23-1 inh,TIM10 inh,UPR CHOP act,XBP1 UPR activ,CXCR6 block
COCCCNC(=O)CC(NS(=O)(=O)c1ccc(F)cc1)c1ccc(OC)cc1 (configuration not stated),1,18,6,-5,19,10,-1.2,2,2
O=C(Nc1ccc2c(c1)OCO2)c1cccc(F)c1,-1,-13,-48,-1,24,24,6.4,3,-3
Cc1cccc(-n2ccnc2SCC(=O)Nc2nnc(C)s2)c1,13,2,17,-3,25,2,0.8,0,8
CCC(C)(C)NC(=O)c1ccc(S(=O)(=O)N(C)c2ccccc2OC)cc1,21,25,-7,0,18,39,1.1,-1,10
COc1cccc(COC(=O)C2CCN(C(=O)c3ccc(F)cc3)CC2)c1OC,-1,5,10,0,5,-5,-0.2,-3,-24
COCCNC(=O)C(c1ccc(C)cc1)N(C(=O)CCC(=O)Nc1ccccn1)c1ccccc1C (configuration not stated),22,5,3,1,18,4,-0.4,-5,5
Cc1cc(C)nc(SCC(=O)O)n1,-5,4,-19,-1,7,6,-1.4,-3,6
CC1C(=O)CC(c2ccc([N+](=O)[O-])cc2)NC1c1ccc([N+](=O)[O-])cc1 (configuration not stated),38,7,25,-3,40,26,-1.2,-3,3
O=C(NCCc1ccc(Cl)cc1)C12CC3CC(CC(O)(C3)C1)C2,16,-38,5,-7,17,1,2.2,-5,-3
Cc1cc(C(=O)OCC(=O)N2CC(C)OC(C)C2)c(C)n1-c1ccccc1 (configuration not stated),5,12,-5,-3,13,3,-1.6,-2,5
O=C(/C=C/c1cccc(Cl)c1)NNC(=O)c1ccncc1,-13,19,21,-4,-12,-4,0.4,-2,4
Cc1ccc(/C=C/C(=O)O)cc1S(=O)(=O)NCc1ccco1,-3,-9,13,-2,1,2,-0.8,-3,-3
COc1ccccc1CCC(=O)OCC(=O)Nc1cccc(S(=O)(=O)N2CCOCC2)c1,24,-7,-2,-4,21,6,1.8,-2,3
O=C(O)CCn1c2ccccc2c2nc3ccccc3nc21,37,7,-43,-1,20,18,3.9,2,-4
Cn1c(SCC(=O)Nc2ccccc2)nc(O)cc1=O,2,13,6,-2,-2,4,-0.1,0,2
Cc1ccc(S(=O)(=O)Nc2ccncc2)c(C)c1,14,9,-7,1,2,10,-1.0,7,9
O=c1[nH]n(-c2ccccn2)c(=O)c2ccccc12,-4,-7,9,-1,3,1,0.1,-1,-8
Cc1cc(C)n(CCNCc2c(C(=O)N3C[C@@H](C)O[C@@H](C)C3)nc3ccc(Cl)cn23)n1,6,21,7,1,11,-12,-1.3,-1,4
CCOC(=O)c1cnc2ccccc2c1NCCO,14,0,-1,-2,13,-3,-0.9,-3,-5
COC(=O)c1c(NC(=O)c2ccco2)sc(C)c1C,21,-2,4,-8,5,4,-1.2,7,6
CCOc1ccccc1-n1nnnc1SCC(=O)N1CCCC1=O,1,5,18,0,6,-3,2.1,0,-4
CN(C)S(=O)(=O)c1cccc(NC(=S)N2CCc3ccccc32)c1,8,-3,-3,-3,28,12,-1.6,1,-9
N#Cc1ccc(CSc2nnc3[nH]c(=O)cc(N)n23)cc1,-1,-1,-1,-3,0,-5,-0.9,-2,4
